Bioassay records: PubChem BioAssay, Broad Institute
miR-122 sensor = miR-122 Renilla sensor signal increase in Huh7, primary screen, miR-122 inhibitor project, cell-based, single point, plate reader. Huh7 miR-122 Renilla luciferase sensor, 48 h; neutral wells = 0, positive control = 100. activation (reporter increase), % at 12.5 µM. 340,000 compounds, 0.3% hits;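 active = mean replicate activation score at least 90 and every replicate individually at or above 90; inconclusive = only one of the two criteria met; inactive = neither criterion met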;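 note: higher luciferase means less miR-122 activity so hits act as miR-122 inhibitors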
Cneo AK release = Cryptococcus neoformans cell lysis inducers, primary screen, AK release luminescence, single concentration; AID 651654, 2012; lysis activity, % at 15 µM; C. neoformans lysis, adenylate kinase release luminescence, 4 h; normalised: neutral wells 0, clomiphene wells 100; 360,000 compounds, 0.2% hits;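 active = mean lysis activity across replicates of at least 80%, whatever share of replicates individually reach that level; inactive = mean lysis activity below 80%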
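Test system: log-phase Cryptococcus neoformans yeast cells; Quantity: yeast cell density of 5 × 10^6 cells/mL; Buffer or medium: YPD; Doses: single compound concentration per well; Timing: 4 h at 37 °C static, read 1 h later; Measured by: AK luminescence; Read-out basis: lysis from increased AK signal; Control set: Clomiphene as positive control.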
E-selectin induc = E-selectin induction in HUVECs, primary screen, imaging, HUVEC, immunofluorescence imaging, single point; AID 686992, 2013; normalized: neutral wells 0, TNF-alpha wells 100; activation, % at 7.58 µM; 260,000 compounds, 0.37% hits; P16581;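 active = mean E-selectin-positive cell signal at least 10% of the positive control, reached in at least 60% of replicates, without over 20% cell loss; inconclusive = no rule given, readout overlaps actives, possibly toxicity-flagged; inactive = the rest, including those meeting only one limit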;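 note: in these data hits start at about 27%; measured in HUVEC primary endothelial cells; signal is the percent of cells scored E-selectin positive by PE staining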
Target sequence (P16581 whole entry, looked up): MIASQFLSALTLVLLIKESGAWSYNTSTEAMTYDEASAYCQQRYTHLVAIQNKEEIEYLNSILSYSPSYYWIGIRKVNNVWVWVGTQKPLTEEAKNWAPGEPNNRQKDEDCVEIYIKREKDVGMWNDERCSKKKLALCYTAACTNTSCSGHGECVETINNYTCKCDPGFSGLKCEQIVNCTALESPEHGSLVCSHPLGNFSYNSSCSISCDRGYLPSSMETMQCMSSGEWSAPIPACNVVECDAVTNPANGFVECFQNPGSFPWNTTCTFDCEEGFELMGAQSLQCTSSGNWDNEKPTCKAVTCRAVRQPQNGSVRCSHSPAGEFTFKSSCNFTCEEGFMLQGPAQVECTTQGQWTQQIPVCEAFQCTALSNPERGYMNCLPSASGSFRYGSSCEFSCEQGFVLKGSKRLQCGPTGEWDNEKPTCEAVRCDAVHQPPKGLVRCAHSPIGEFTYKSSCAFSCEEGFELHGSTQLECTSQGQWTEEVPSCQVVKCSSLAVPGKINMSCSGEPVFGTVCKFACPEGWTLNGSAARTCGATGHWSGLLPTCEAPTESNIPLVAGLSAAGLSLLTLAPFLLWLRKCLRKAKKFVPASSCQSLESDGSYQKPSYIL
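Test system: HUVEC | Signal: Immunofluorescence imaging | Read-out: Percent E-selectin-positive cells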
PglD DTNB = C. jejuni PglD acetyltransferase inhibitors, primary screen, biochemical, DTNB colorimetric, single point; UDP-N-acetylbacillosamine N-acetyltransferase PglD (Campylobacter jejuni); purified PglD enzyme, DTNB colorimetric CoA detection; inhibition, % at 12.5 µM; 360,000 compounds, 0.098% hits; AID 602405, 2012; in the data active = inhibition above about 16%, passing the limit was not always enough; inconclusive = no clear call, values can overlap the other calls; note: strong numbers were not always called active
RAD54 branch = inhibitors of human RAD54 branch migration, primary screen, biochemical, fluorescence, single point; inhibition, % at 10.4 µM; 360,000 compounds, 0.14% hits; RAD54 Holliday junction branch migration, FAM/BHQ fluorescence;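 active = mean normalized replicate activity at least 40 and at least half of replicates scoring 40 or more; inconclusive = only one of the two criteria met; inactive = mean below 40 and under half of replicates reaching 40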;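 note: 0% = median of neutral control wells and 100% = median of positive control wells; inhibitors cause a drop in the FAM fluorescence signal; in these data hits start at about 50%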
ERAP1 HTS inh = human ERAP1 aminopeptidase inhibitors, primary screen, biochemical, single point, plate reader; AID 652197, 2013; 340,000 compounds, 0.15% hits; recombinant ERAP1, Leu-AMC fluorescence, 60 min; inhibition, % at 10.7 µM;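 active = mean replicate inhibition of at least 30%, or all replicates individually reaching that 30% level; inactive = mean below 30% and not every replicate reaching it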;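 note: 0% = neutral control wells and 100% = L-leucinethiol positive control wells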
RAD52 inh = RAD52 DNA annealing inhibitors, primary screen, biochemical, FRET, single point, set 2; DNA repair protein RAD52 homolog (Homo sapiens), P43351; recombinant RAD52 DNA annealing, FRET fluorescence; inhibition, % at 18.7 µM; 360,000 compounds, 0.46% hits;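 active = every replicate showing at least 50% inhibition; inconclusive = mean inhibition at least 50% but not in every replicate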
Target sequence (P43351 whole entry, looked up): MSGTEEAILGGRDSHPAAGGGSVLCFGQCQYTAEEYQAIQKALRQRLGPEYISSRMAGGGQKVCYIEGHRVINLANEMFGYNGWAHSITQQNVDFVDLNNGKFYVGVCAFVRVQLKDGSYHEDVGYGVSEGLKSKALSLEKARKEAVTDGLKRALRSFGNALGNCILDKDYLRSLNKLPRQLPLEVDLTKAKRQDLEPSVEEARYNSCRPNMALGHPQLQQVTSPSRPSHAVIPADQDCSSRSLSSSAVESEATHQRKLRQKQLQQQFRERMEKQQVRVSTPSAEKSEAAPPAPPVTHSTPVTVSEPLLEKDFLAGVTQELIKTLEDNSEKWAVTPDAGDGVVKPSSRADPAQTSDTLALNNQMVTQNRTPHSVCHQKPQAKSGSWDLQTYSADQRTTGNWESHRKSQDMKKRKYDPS
PGC1a acetyl inh = inhibitors of PGC1a acetylation signal, primary screen, cell-based, U2OS, AlphaScreen, inhibitor mode; AlphaScreen anti-acetyl-lysine; with virally co-expressed GCN5 acetyltransferase; inhibition, % at 15.6 µM; 350,000 compounds, 0.17% hits; AID 651687, 2012;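 active = every replicate shows inhibition of at least 40%; inconclusive = mean inhibition at least 40% but some replicate below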;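 note: 0% = neutral control wells and 100% = positive control wells; some results beyond the cut were filed as inactive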
Numbers without * were called inactive; ? = inconclusive; / = no result given; & = joins results of further samples; ! = not active in a repeat; [ ] = another dose, or the depositor's remark.

structure	miR-122 sensor	Cneo AK release	E-selectin induc	PglD DTNB	RAD54 branch	ERAP1 HTS inh	RAD52 inh	PGC1a acetyl inh
COc1ccc(NC(=O)Nc2ccc3c(c2)C(=O)N([C@@H](C)CO)C[C@H](C)[C@H](CN(C)C(=O)Nc2ccc(OC)cc2)OCCCC[C@H](C)O3)cc1	0.0[16.7 µM]	0.8	-0.3	12.4	1.5	-4.7	17.9	-15.9
CCOC(=O)C1CCN(C(=O)c2cc3c(=O)n4ccccc4nc3s2)CC1	/	-18.0	0.5	-6.4	6.2	-15.2	-9.8	/
N#Cc1c(N)nc2c(c1-c1cccc(O)c1)CCCCCC2	-5.0	-0.3	/	3.5	2.4	/	/	7.2
CCOC(=O)Nc1nnc(Cc2ccc(Cl)c(Cl)c2)s1	-0.6	/	/	/	/	7.3	-3.6	3.9
Cc1ccc2nsnc2c1S(=O)(=O)N(Cc1cc2cccc(C)c2[nH]c1=O)CC1CCCO1 (configuration not stated)	-7.6	-0.9	/	2.3	-1.7	/	/	10.0
NC(=O)c1cc2ccccc2oc1=NCc1ccccc1	2.1	1.2	/	-1.8	5.4	/	/	-2.7
COc1ccc(S(=O)(=O)N[C@@H](C)C(=O)OCC(=O)Nc2cc3oc4ccccc4c3cc2OC)cc1	12.6	5.3	15.4	-4.9	-4.1	-0.9	-37.3	5.7
O=C(CCCCCCC(=O)Nc1ccccc1)NO	232.4*	-0.2	-0.4	0.0	-4.9	7.1	-5.5	?
CCCN1C[C@H](C)[C@@H](OC)CN(C)C(=O)c2cc(NC(=O)C3CCOCC3)ccc2OC[C@@H]1C	9.8[16.7 µM]	43.9	-0.1	0.7	0.1	-1.4	2.0	1.3
Cc1nc2ccccc2n2c(-c3ccccc3)c3c(=O)n(C)c(=O)n(C)c3c12	9.8	1.1	/	0.2	12.2	7.5	-10.0	5.8
COC(=O)C[C@H]1CC[C@@H]2[C@@H](COc3ccc(NC(=O)Nc4ccc(C#N)cc4)cc3C(=O)N2C)O1	1.1[16.7 µM]	-1.7	-0.1	4.3	-2.5	-1.6	-20.6	-11.7
COc1cccc(NC(=O)N(C)C[C@H]2Oc3cc(C#Cc4ccccc4)ccc3S(=O)(=O)N([C@H](C)CO)C[C@@H]2C)c1	27.0[16.7 µM]	-2.1	1.1	3.1	-5.3	0.0	-7.7	14.3
COC(=O)c1cc(OC)c(OC)cc1NC(=O)CN1CCCCC1	-13.3	1.2	/	-1.2	1.2	-0.5	4.7	1.4
Cc1noc(C)c1NC(=O)N(C)C[C@H]1OCc2ccccc2-c2c(n(C)c3ccccc23)C(=O)N([C@H](C)CO)C[C@@H]1C	/	44.9	0.0	2.4	2.9	2.9	6.1	-1.0
CC1CCCC(C)N1S(=O)(=O)c1ccc(Cl)cc1 (configuration not stated)	-6.3	3.4	-0.1	-5.3	-7.9	0.8	-8.2	-3.1
Cn1c(=O)c2c(ncn2CC(=O)N/N=C/C=C/c2ccccc2)n(C)c1=O	-1.1	/	/	1.6	-8.0	/	/	-5.4
COc1ccccc1NC(=O)N[C@@H]1C=C[C@@H](CC(=O)N[C@@H](C)c2ccccc2)O[C@@H]1CO	/	-2.6	-0.1	1.6	-15.1	-1.3	-8.3	0.9
COc1ccc(Cl)cc1NC(=O)CSc1nncn1-c1cccnc1	5.7	2.2	/	4.8	3.7	/	/	/
C[C@H]1CN([C@@H](C)CO)C(=O)c2cccc(NC(=O)C3CCCCC3)c2O[C@@H]1CN(C)Cc1ccc(Cl)c(Cl)c1	15.5[16.7 µM]	0.8	0.0	-0.6	-2.5	3.5	7.9	-2.1
CCCCN(C(=O)c1ccccc1Cl)C(CC(C)C)c1nc2ccccc2[nH]1 (configuration not stated)	0.3	-12.2	1.0	-4.6	12.8	1.2	2.9	-4.7

structure	miR-122 sensor	Cneo AK release	E-selectin induc	PglD DTNB	RAD54 branch	ERAP1 HTS inh	RAD52 inh	PGC1a acetyl inh
Cc1cc(C(=O)Nc2cccc3c2O[C@H](CN(C)C(=O)Nc2ccc4c(c2)OCO4)[C@@H](C)CN([C@H](C)CO)C3=O)n(C)n1	-5.9[16.7 µM]	1.7	0.1	-2.0	-3.5	0.3	9.1	?
CNC(=O)/C(C#N)=C/c1cn(CC(=O)OC)c2ccccc12	2.4	1.8	0.2	-4.2	7.2	1.4	-21.9	2.1
Cn1nnc(NC(=O)CSc2ncn[nH]2)n1	0.5	0.4	/	-3.3	-6.0	/	/	1.5
CCNC(=O)[C@@H]1[C@@H](CO)[C@@H]2Cn3c(ccc(-c4cccc(F)c4)c3=O)[C@@H]2N1C(C)=O	/	/	-0.4	/	/	2.5	-12.8	2.6
COc1ccc(OCc2cc(C(=O)N3CCCN(C(C)=O)CC3)no2)c(Cl)c1	-6.4	-1.0	-0.1	1.7	-1.1	-1.8	2.0	4.0
COc1ccc(S(=O)Cc2ccc(C(=O)N3CCN(c4cccc(C)c4C)CC3)o2)cc1 (configuration not stated)	17.6	-4.4	/	-1.0	4.0	0.9	5.4	12.3
N#CCC(=O)NCCCc1ccccc1	3.4	-2.5	/	1.8	4.0	/	/	2.0
Cc1ccc2nc(SCC(=O)NCC3CCCO3)c(C#N)cc2c1 (configuration not stated)	-2.9	-0.7	/	-6.9	-10.0	/	/	2.2
Cc1ccc(S(=O)(=O)N(C)C[C@H]2Oc3cc(C4=CCCC4)ccc3S(=O)(=O)N([C@@H](C)CO)C[C@H]2C)cc1	34.3[16.7 µM]	11.8	1.1	0.0	0.0	-4.8	8.4	-5.3
Cc1ccc(O)c(NC(=O)c2ccccc2-c2ccccc2C(=O)O)c1	/	3.9	/	3.4	4.2	-3.1	29.6	/
O=C(CC(=O)Nc1ccc(F)cc1)Nc1ccc(F)cc1	/	-1.6	/	-4.9	-6.9	-1.7	-10.0	-0.1
CCC(=O)N1[C@H](CNC(=O)CN(C)C)[C@@H](c2ccc(C3=CCCC3)cc2)[C@@H]1CO	6.2[16.7 µM]	-3.4	0.5	-1.2	2.4	0.8	5.3	-3.9
C[C@@H]1CN([C@H](C)CO)C(=O)c2cc(NS(=O)(=O)c3ccc(Cl)cc3)ccc2O[C@@H](C)CCCCO[C@H]1CN(C)Cc1ccc2c(c1)OCO2	-6.2&1.9[16.7 µM]	-10.4&-9.0	/	8.7&1.2	-2.1&-1.5	1.3&-1.8	51.7*!	-2.0&3.7
Cc1onc(-c2ccccc2Cl)c1C(=O)N1CCCCCC1	-2.8	-6.3	/	-0.8	-4.9	0.0	-14.4	-12.8
C[C@H]1CN([C@@H](C)CO)C(=O)c2cccc(NS(=O)(=O)c3ccccc3)c2O[C@H]1CN(C)Cc1ccc(Oc2ccccc2)cc1	-3.7[16.7 µM]	-0.3	0.2	0.3	-1.0	0.4	1.5	-13.7
Cc1ccc2ncc(S(=O)(=O)c3ccccc3)c(N3CCCCC3C)c2c1 (configuration not stated)	9.6	1.3	0.2	/	0.0	-0.3	-6.9	-20.9
O=C1CCC(C(=O)Nc2cccc(S(=O)(=O)N3CCOCC3)c2)N1 (configuration not stated)	4.7	/	0.0	/	/	-1.5	-6.7	-3.0
COc1ccc(C(=O)N2CCN(c3ccc([N+](=O)[O-])c(NCCc4ccc(OC)c(OC)c4)c3)CC2)cc1	-14.7	-1.9	/	-15.8	3.8	/	/	3.5
C[C@H]1CCCCO[C@@H](CN(C)C(=O)Nc2ccc3c(c2)OCO3)[C@@H](C)CN([C@@H](C)CO)C(=O)c2cc(NS(C)(=O)=O)ccc2O1	3.2[16.7 µM]	1.6	0.0	-0.6	0.9	-1.3	-7.9	7.0
O=C(COC(=O)CCC1CCCC1)NCc1ccc(Cl)cc1	-0.9	-0.4	0.1	3.3	3.1	-3.8	-17.9	-14.4

Of the compounds above, these have a furan ring, fused or not:
structure	miR-122 sensor	Cneo AK release	E-selectin induc	PglD DTNB	RAD54 branch	ERAP1 HTS inh	RAD52 inh	PGC1a acetyl inh
COc1ccc(S(=O)(=O)N[C@@H](C)C(=O)OCC(=O)Nc2cc3oc4ccccc4c3cc2OC)cc1	12.6	5.3	15.4	-4.9	-4.1	-0.9	-37.3	5.7
COc1ccc(S(=O)Cc2ccc(C(=O)N3CCN(c4cccc(C)c4C)CC3)o2)cc1 (configuration not stated)	17.6	-4.4	/	-1.0	4.0	0.9	5.4	12.3

The results go on:
structure	miR-122 sensor	Cneo AK release	E-selectin induc	PglD DTNB	RAD54 branch	ERAP1 HTS inh	RAD52 inh	PGC1a acetyl inh
Cc1ccc2cc(CN(C(=O)c3cccs3)c3ccccc3)c(=O)[nH]c2c1	6.3	0.3	0.3	-0.1	-10.9	-3.7	-14.4	5.5
COc1ccc(CC(=O)N(C)CC(=O)Nc2ccccc2C(F)(F)F)cc1S(=O)(=O)N1CCOCC1	-1.6	0.3	/	-2.4	-7.1	/	/	12.5
C[C@H]1CN([C@@H](C)CO)C(=O)c2cc(NS(C)(=O)=O)ccc2O[C@H]1CN(C)Cc1ccc(-c2ccccc2)cc1	1.3[16.7 µM]	0.0	0.0	4.2	-21.7	-1.6	14.5	5.5
O=C(c1nnc(-c2ccccc2)o1)C1CC1	/	/	-2.9	/	/	-1.1	-12.2	-6.5
COc1ccc(OC)c(NC(=O)Nc2cnccn2)c1	-9.2	-0.6	0.0	-0.4	5.2	-1.4	-5.1	/
CC(=O)CCc1oc2ccc([N+](=O)[O-])cc2c1-c1ccc(C)o1	-3.2	-2.7	/	2.5	-2.2	2.4	-11.4	-18.9
C[C@H]1CN([C@@H](C)CO)C(=O)c2cccc(N(C)C)c2O[C@@H]1CN(C)S(=O)(=O)c1cccs1	-4.0[16.7 µM]	-2.4	0.0	-0.8	-2.2	-0.7	-7.3	9.2
O=C(c1cccc(F)c1)N1C[C@@H]2[C@H](c3ccccc31)[C@H](CO)N2Cc1cocn1	78.6[16.7 µM]	82.3*	0.1	1.7	-6.5	-0.1	-18.1	-5.4
O=C(c1cc(Cl)nc2ccccc12)N(Cc1nnc(-c2ccccc2Cl)o1)C1CC1	4.5	-0.4	-0.2	-0.8	-1.1	0.7	-18.1	-4.7
CN1CCN(C2CC(=O)N(Cc3ccc(N4CCCC4=O)cc3)C2=O)CC1 (configuration not stated)	-6.9	-1.0	/	-1.9	-5.3	/	/	-1.1
CN(C)c1nc(SCc2ccccc2Cl)nc2c1CCCC2	7.4	5.7	/	3.0	-0.5	/	/	-1.9
Cc1ccc(O)c(C2=Nc3ccccc3N=C(c3ccco3)C2)c1	-7.7	1.6	/	-1.5	-4.8	/	/	-8.1
CCCCC(=O)Nc1ccc2c(c1)nc1n2CCN(CCOC)C1	-9.3	11.1	0.3	0.2	2.8	/	-24.5	-2.4
C/C=C/c1ccc2c(c1)O[C@@H](CN(C)C(=O)Cc1ccccc1)[C@@H](C)CN([C@H](C)CO)S2(=O)=O	0.2[16.7 µM]	-4.9	-0.4	7.1	1.0	-2.0	5.6	-14.3
COc1ccc2c(c1)[C@H]1[C@H](CO2)[C@H](c2ccccc2)[C@]2(C)C(=O)Nc3cc(Cl)ccc3C(=O)N12	-4.9	6.8	/	-4.3	-1.3	/	/	1.1
